# FXIIa inh 1536 = inhibitors of human coagulation factor XIIa. P00748. purified FXIIa, Boc-QGR-AMC fluorogenic substrate, 2 h. inhibition, % at 5 µM. 220,000 tested, 0.3% active; in the data active = inhibition above about 40%;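 note: 0% = enzyme with no compound and 100% = blank without enzyme; many of its hits are not listed in these tables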
# Target sequence (P00748 20-372 limits assumed): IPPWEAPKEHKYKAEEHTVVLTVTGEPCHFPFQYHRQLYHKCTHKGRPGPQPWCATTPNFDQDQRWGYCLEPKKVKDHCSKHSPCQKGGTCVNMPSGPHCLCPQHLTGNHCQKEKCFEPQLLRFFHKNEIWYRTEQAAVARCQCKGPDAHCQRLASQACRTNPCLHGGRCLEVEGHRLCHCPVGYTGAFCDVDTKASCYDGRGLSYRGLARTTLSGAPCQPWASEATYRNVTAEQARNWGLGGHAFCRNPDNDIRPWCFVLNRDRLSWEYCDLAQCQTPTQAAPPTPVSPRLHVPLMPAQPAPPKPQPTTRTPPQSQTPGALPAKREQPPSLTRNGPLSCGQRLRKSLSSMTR
# Target sequence (P00748 373-615 limits assumed): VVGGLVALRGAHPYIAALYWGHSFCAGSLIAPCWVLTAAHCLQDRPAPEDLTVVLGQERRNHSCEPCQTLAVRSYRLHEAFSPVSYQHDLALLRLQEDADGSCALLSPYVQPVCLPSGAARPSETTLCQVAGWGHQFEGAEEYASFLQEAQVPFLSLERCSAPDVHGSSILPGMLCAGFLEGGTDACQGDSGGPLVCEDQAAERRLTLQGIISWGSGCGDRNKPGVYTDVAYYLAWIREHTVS
# thrombin 1536 = thrombin (human) inhibition; P00734; alpha-thrombin, Boc-VPR-AMC fluorogenic substrate cleavage; inhibition, % at 5 µM; 220,000 tested, 0.26% active;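 active = inhibition at or above 40%; inactive = inhibition below 40%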;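 note: 0% = enzyme with no compound and 100% = wells without enzyme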
#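 Material: human alpha-thrombin protein; Also added: Boc-VPR-AMC substrate, 15 µM final; Timing: enzyme reaction carried out at room temperature; Signal: fluorescence, ex 355 nm, em 460 nm; Measure: % inhibition of thrombin; Controls: enzyme without compound as high, wells lacking enzyme as low.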
# KCC2 mod = modulators of human KCC2 chloride dependent transport; Q9H2X9; KCC2 cells, thallium flux FluoZin-2 fluorescence; B-score of Tl+ flux slope (higher = more flux/activation; lower = inhibition) at 10 µM; 190,000 tested, 2.2% active;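 active = thallium flux slope and its plate-corrected score both differing from the plate sample mean at a set confidence after two filtering rounds, in either direction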;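 note: slope of fluorescence scaled to starting intensity during 10 to 20 s after thallium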
# Furin inh = inhibitors of human furin; P09958; purified furin, fluorogenic substrate cleavage; inhibition, % at 30 µM; 220,000 tested, 0.061% active; AID 463115; in the data active = inhibition above about 25%; note: inactives centre near -15
# p97 ATPase inh = inhibitors of human p97 ATPase | P55072 | recombinant p97 ATPase, Kinase-Glo ATP luminescence, 3 h | inhibition, % at 8 µM | 220,000 tested, 0.42% active; in the data active = inhibition above about 15%;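 note: 0% = DMSO vehicle and 100% = wells lacking enzyme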
# hK5 inh = kallikrein 5 (human) inhibition | Q9Y337 | recombinant hK5, fluorogenic AMC substrate cleavage | inhibition, % at 5 µM | 210,000 tested, 0.59% active | AID 873;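 active = inhibition of 40% or more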;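 note: 0% = enzyme controls without compound and 100% = no-enzyme blanks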
# Target sequence (Q9Y337 67-293 limits assumed): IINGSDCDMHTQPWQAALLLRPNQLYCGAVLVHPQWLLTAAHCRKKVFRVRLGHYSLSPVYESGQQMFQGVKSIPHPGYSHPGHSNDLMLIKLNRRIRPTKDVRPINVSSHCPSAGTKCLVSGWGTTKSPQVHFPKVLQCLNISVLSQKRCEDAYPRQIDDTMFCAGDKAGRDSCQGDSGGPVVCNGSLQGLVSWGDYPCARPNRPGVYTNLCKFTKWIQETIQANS
# PERK inhibitor = human PERK inhibition, primary cell-based screen; Q9NZJ5; CHO PERK-DD fusion, SEAP luminescence translation reporter; inhibition, % at 5.6 µM; 220,000 tested, 0.17% active; AID 1416;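 active = inhibition above the mean inhibition of all tested compounds plus 3 SD, set separately per screening campaign, cut at about 2.9% in these data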;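 note: PERK kinase domain activated by AP20187 dimerizer at 100 nM; 0% = DMSO with dimerizer and 100% = rapamycin at 8.4 µM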
# Wee1 stabilizer = blocks degradation of human Wee1 kinase; P30291; HeLa Luc-Wee1K328M stability, luciferase luminescence; 100% = proteasome inhibitor MG132 effect; reporter increase, % at 5 µM; 220,000 tested, 1.2% active;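 active = activation above the mean of all tested compounds plus 3 SD, set per screening run, cut at about 8.8% in these data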;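 note: cells exposed to compound for 20 h before luminescence read; 0% = DMSO alone and 100% = MG132 at 30 µM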
# FXIa inh = factor XIa (human) inhibition | P03951 | purified FXIa, Boc-Glu-Ala-Arg-AMC fluorogenic substrate | inhibition, % at 5 µM | 220,000 tested, 0.14% active | AID 798;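 active = inhibition of at least 40%; inactive = inhibition below 40%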;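 note: fluorescence of freed AMC excited at 355 nm; 0% = enzyme without compound and 100% = no enzyme blank; many of its hits are not listed in these tables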
# * hit, by the source's call; nt = no result given; [ ] = remark or other dose.
Compound,thrombin 1536,Wee1 stabilizer,Furin inh,KCC2 mod,hK5 inh,FXIa inh,FXIIa inh 1536,PERK inhibitor,p97 ATPase inh
CN(C)CCCNCCCNC(=O)/C(=N\O)c1ccccc1,-4.0,-2.0,-22.6,-0.496,1.2,-2.0,4.3,1.8,5.9
CN(Cc1cccnc1)Cc1cn(C)nc1-c1ccc(Oc2ccccc2)cc1,-2.0,-1.6,-30.4,nt,nt,2.1,7.7,0.9,0.7
CCC(/C=N/Nc1ccc(S(=O)(=O)N2CCCC2)cc1[N+](=O)[O-])CC,-9.2,2.4,10.6,1.79,-15.0,-1.2,10.4,0.3,1.9
CCOC(=O)NNC(=O)c1ccc(Cl)cc1,1.5,-1.6,-18.0[20 µM],0.095,7.8,-0.9,9.3,-0.4,-3.4
CCP(=O)(CC)c1cccc(N)c1,-1.5,0.1,-16.4,nt,-7.8,4.3,11.6,0.9,8.3
O=c1oc2ccccc2cc1-c1csc(NN=C2CCCCC2)n1,5.8,-1.9,-19.1[20 µM],-1.48,-13.7,-0.5,13.6,1.3,4.7
CCOC(=O)c1cc2occc2n1Cc1c(F)cccc1Cl,-8.1,-0.8,-22.0[20 µM],0.052,-2.6,-6.3,4.2,-0.1,1.8
CCOC(=O)Cn1cc(/C=N/NC(=O)c2ccc(C#N)cc2F)c2ccccc21,0.9,-1.8,-6.2[20 µM],-0.158,-14.4,8.2,19.4,-0.4,-2.9
CC(=C/c1ccccc1)/C=N/NC(=O)c1cc(C)oc1C,0.0,1.9,-14.3,0.444,0.5,0.0,7.9,0.5,-1.7
S=C(c1ccc(N2CCOCC2)cc1)N1CCCCC1,-3.4,-2.3,-19.1[20 µM],nt,12.9,2.3,12.5,0.0,6.5
N#C/C(=C\c1c(N2CCCCC2)nc2ccccn2c1=O)C(=O)NCc1ccco1,-9.7,-3.0,1.2,-0.778,-9.4,0.9,5.7,-0.2,4.0
CCN1CCCC1CNCc1ccc(OCc2ccc(Cl)nc2)c(OC)c1 (stereo not drawn),2.8,14.6*,-5.6,-0.0598,2.1,1.4,6.8,-2.4,-7.4
CCN(C(=O)Nc1ccccc1OC)c1c(N)n(Cc2ccccc2)c(=O)[nH]c1=O,0.1,1.6,-16.3[20 µM],0.477,-7.1,4.6,13.3,0.5,1.1
COc1cccc(C(=O)C2CCCN(Cc3cn(CC(N)=O)c4ccccc34)C2)c1 (stereo not drawn),-2.4,2.5,-17.4,1.3,1.8,-1.2,11.1,0.8,-0.3
COc1ccc(/C=C2/C(=O)OCc3cc(OC)c(OC)cc32)cc1,-0.3,0.6,-7.2,-0.998,-8.8,5.9,16.2,-0.7,0.2
CCc1cc(=O)oc2cc(OCC(=O)O)c(Cl)cc12,-3.4,0.6,1.8[20 µM],0.948,-2.1,-10.6,-13.6,-0.6,-4.4
CCCCOc1cccc(-c2cc(C(=O)NNC(=S)NCC)c3ccccc3n2)c1,-10.6,0.6,-11.3[20 µM],-0.758,-241.7,-4.2,-13.3,-1.1,-5.4
COc1ccc(OCCCC(=O)Nc2nccs2)cc1,6.8,-2.6,-12.7,-0.111,1.8,3.1,12.8,0.8,-8.3
Cc1cc2ncn(CC(C)C)c2cc1C,-6.8,1.9,-22.6,0.716,2.1,3.3,6.7,0.7,7.7
O=[N+]([O-])c1cccc(-c2nnc(C3CC3)o2)c1,-5.2,-1.6,-17.6,-0.669,6.0,5.1,1.2,1.2,6.3
CCOC(=O)c1c(NC(=O)Cn2cc([N+](=O)[O-])cn2)sc2c1CCC2,33.7,-1.8,-7.1[20 µM],-0.169,34.5,3.1,8.8,-0.8,-4.4
NC1=NC(=O)S/C1=C\c1ccc(O)cc1,-6.3,-0.3,-5.6,0.0191,-3.6,6.8,9.7,1.0,4.6
CSC(=NC#N)N1CCN(c2ccccc2)CC1,-4.7,-2.7,-6.9[20 µM],nt,-9.2,-8.9,7.7,0.1,-2.7
O=[N+]([O-])c1ccc(N2CCCCC2)cc1NCCOc1ccccc1,-2.4,3.0,0.2,-1.12,-11.8,-1.1,6.4,0.7,-0.2
O=C(CSc1nc(-c2ccccc2)nc2ccc(F)cc12)Nc1cccc(C(=O)O)c1,-2.0,1.0,-24.9,59*,-2.8,-1.9,11.8,0.9,4.4

# Further results follow.
Compound,thrombin 1536,Wee1 stabilizer,Furin inh,KCC2 mod,hK5 inh,FXIa inh,FXIIa inh 1536,PERK inhibitor,p97 ATPase inh
C=C(CCC(=O)c1ccccc1)C(=O)c1ccccc1,40.9*,0.2,-9.2,-1.36,19.0,-1.5,-6.2,-0.3,-0.5
O=[N+]([O-])c1ccc(-c2cnc(NO)nc2)cc1,-4.7,-2.7,-16.2,0.787,-3.8,6.0,14.2,0.6,6.5
COc1ccc(-n2nc([N+](=O)[O-])c(=NCc3ccco3)n2O)cc1,-10.4,-2.4,-31.7,-0.158,7.0,-0.7,7.5,0.0,3.5
CCCCOc1ccc(C(=O)N/C(=C/C=C/c2ccccc2)C(=O)NCCCO)cc1,3.7,-0.3,-11.4,-2.36,-16.4,8.5,12.0,1.0,-0.5
COc1ccc(S(=O)(=O)N2CCC(C(=O)N3CCC(C(N)=O)CC3)CC2)cc1Cl,-9.3,-1.2,-0.5,-0.31,-3.2,-5.9,1.6,0.9,3.0
CC(C)CN1CCC(=O)N([C@H](CSc2ccc(Br)cc2)c2ccccc2)CC1,2.4,nt,-25.6,0.194,3.6,3.5,8.3,nt,nt
COc1cc(C(=O)Nc2sc(C(=O)N3CCOCC3)c(C)c2C#N)cc(OC)c1OC,-1.4,2.4,-16.1[20 µM],0.299,0.1,5.9,18.9,1.8,-0.6
O=C(COc1ccccc1Br)NC1CCCC1,-9.3,2.5,-14.0,-1.05,-10.8,-0.5,2.7,0.5,-0.1
O=C(C(=O)N1CCCC1CO)N1CCCC1CO (stereo not drawn),-3.6,5.0,-22.9,0.217,7.2,1.9,12.5,1.0,6.3
CC(C)(C)Nc1c(-c2ccc(O)cc2)nc2ccc(Cl)cn12,-5.3,1.4,-17.6,0.175,2.8,-1.5,6.2,0.2,-0.4
Cc1c(NS(=O)(=O)c2ccc(NCC3CCCO3)c([N+](=O)[O-])c2)c(=O)n(-c2ccccc2)n1C (stereo not drawn),-7.9,-2.4,-19.3,0.0345,-0.1,-4.4,5.1,1.9,6.3
COc1ccc(C(C)=O)cc1CSc1nnc(Nc2c(C)cccc2C)s1,-6.4,-0.8,-6.8,-0.139,-20.5,1.9,9.3,-0.8,-1.8
O=[N+]([O-])c1cccc(/C=N/Nc2nccnc2Cl)c1,1.7,0.6,9.7,nt,3.5,4.1,18.4,0.8,-11.9
CC(C)CSc1ncc(-c2cccc(C(F)(F)F)c2)cn1,-5.4,1.8,-23.8[20 µM],-0.539,-3.0,-8.7,-2.0,0.8,-0.5
CC1CCCCN1CC(=O)NC(=O)NCc1ccccc1 (stereo not drawn),-5.9,17.6*,-8.5,0.332,-23.1,-2.9,4.5,-0.4,5.0
Cc1ccc(C(=O)N(Cc2ccccc2)C(C)(C)C)cc1C,-8.3,-1.6,-7.9,-1.32,-2.8,-6.4,-1.5,-0.6,-7.6
CCOc1ccc(C(C)NC(=O)c2ccccc2F)cc1 (stereo not drawn),-0.9,-0.8,-16.4,0.0454,-7.8,6.7,6.0,0.3,4.0
O=C(Cc1ccccc1[N+](=O)[O-])Nc1nccs1,-0.9,0.9,-21.8,-0.206,2.6,2.2,9.5,0.2,7.4
Cc1c(C(=O)O)sc2nc(CSc3nnc(-c4ccc(F)cc4)n3C)[nH]c(=O)c12,1.6,4.0,-20.5,nt,6.0,5.7,13.6,1.2,4.4
CCOC(=O)Cc1nn[nH]n1,nt,-3.2,-12.0,1.02,-6.2,-1.4,2.4,0.0,3.1
CC1(C)Cn2c(nnc2-c2cccc(O)c2)S1,2.7,-0.9,-8.6,0.257,-11.1,4.2,10.7,1.2,2.1
COCCn1nnnc1C(c1ccc(O)c(OC)c1)N1CCc2ccccc2C1 (stereo not drawn),-4.8,0.2,-8.2,-0.213,1.8,-2.5,-4.8,0.3,-7.8
CC1(C)Cc2c(C#N)c(SCCC#N)nc(N3CCOCC3)c2CS1,4.2,-3.4,-11.5,-1.16,-3.4,4.8,1.8,-0.5,1.6
O=C(CN1CCN(Cc2ccccc2F)C1=O)NCCc1ccc(Cl)cc1,-5.2,-0.6,-15.7,nt,-12.4,-8.9,4.1,0.2,0.7
COc1ccc(Cn2c(=O)c3[nH]cnc3n(-c3ccc(C)cc3)c2=O)cc1,-0.2,-0.9,-21.2,0.547,3.9,3.6,7.8,0.1,7.5

# Following part.
Compound,thrombin 1536,Wee1 stabilizer,Furin inh,KCC2 mod,hK5 inh,FXIa inh,FXIIa inh 1536,PERK inhibitor,p97 ATPase inh
CCOC(=O)Nc1sc2nc(C)cc(C)c2c1-n1cccc1,-2.4,2.5,-17.7,-0.481,-3.4,-4.6,0.5,-0.9,2.0
COc1ccc(CCNC(=O)C2CCN(S(=O)(=O)c3c(C)noc3C)CC2)cc1OC,0.6,-1.8,-12.4[20 µM],nt,-12.8,-0.2,6.4,-1.2,-6.8
CCOc1ccc(C2N(c3ccc(OC)cc3)C(=O)C3CCCN32)cc1OC (stereo not drawn),-9.2,-2.9,-39.8,0.263,17.1,-10.0,-4.1,0.4,8.5
COc1cccc(C(=O)CSc2nnc(CNc3nc(-c4ccccc4)cs3)n2C)c1,6.9,0.5,-15.8,nt,3.8,7.2,2.6,-1.0,-0.2
O=C(O)c1cccc(-c2ccc(/C=c3/sc4nc5ccccc5n4c3=O)o2)c1,-2.9,1.1,-5.0,-0.0356,0.6,5.0,8.1,0.2,8.9
CC1(C)Cc2c(sc(NC(=O)Cc3ccccc3)c2C#N)CO1,1.2,2.9,-16.7,-0.0204,1.6,3.4,7.7,0.5,5.8
CCCCNC(=O)C(c1ccc(OCC(=O)OC)c(C(=O)OC)c1)N(CCOC)C(=O)CCCCCN1C(=O)NC(c2ccc(-c3ccccc3)cc2)C(C(=O)OCc2ccccc2)=C1C (stereo not drawn),-8.4,nt,-16.8,-1.78,-2.9,-2.8,-2.2,nt,nt
O=C(COc1ccc2ccccc2c1)NC1CC1,-6.7,-0.4,-14.2[20 µM],nt,1.3,0.9,13.7,-0.4,2.8
OCCN(CC#CC(O)(c1ccccc1)c1ccccc1)CCO,-2.8,0.5,-14.8,1.67,1.1,-1.2,6.8,2.2,-2.7
O=C(CNc1ccccc1)N/N=C/c1cn(-c2ccccc2)nc1-c1ccccc1,-6.2,-2.6,-9.3,0.112,-12.2,9.7,10.1,-1.3,6.5
CCCS(=O)(=O)n1nc(-c2ccc(OC)cc2OC)cc1N,0.1,-3.7,-17.7,0.351,-2.3,2.4,13.3,0.9,7.3
CC(=O)Nc1ccc(Nc2cc(N3CCOCC3)c3nonc3c2[N+](=O)[O-])cc1,8.4,3.3,4.4,-0.307,1.5,3.2,7.3,2.2,5.8
O=C(NN1C(=O)C2C3C=CC(C3)C2C1=O)c1ccco1 (stereo not drawn),-1.2,2.4,-19.5,-1.73,-10.8,2.7,12.4,2.0,1.3

# 2 records picked at random from the list so far, as already listed:
Compound,thrombin 1536,Wee1 stabilizer,Furin inh,KCC2 mod,hK5 inh,FXIa inh,FXIIa inh 1536,PERK inhibitor,p97 ATPase inh
CSC(=NC#N)N1CCN(c2ccccc2)CC1,-4.7,-2.7,-6.9[20 µM],nt,-9.2,-8.9,7.7,0.1,-2.7
CCOC(=O)Cc1nn[nH]n1,nt,-3.2,-12.0,1.02,-6.2,-1.4,2.4,0.0,3.1
